Platelet DG rel = inhibitors of platelet dense granule secretion, primary screen, cell-based, MLPCN, human platelets; inhibition, %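 (compounds screened at 7.5 µM in platelet-rich plasma)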; human platelet-rich plasma, SFLLRN dense granule ATP release, luminescence; 300,000 tested, 0.22% active;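 active = mean replicate score, as percent of positive control, at or above 50; inconclusive = mean below 50 but at least one replicate at or above 50; inactive = mean and every replicate below 50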
HDAC3 inhib = HDAC3 deacetylase inhibitors, primary screen, biochemical, fluorescence, cell-free homogeneous; Histone deacetylase 3 (Homo sapiens), O15379; recombinant HDAC3, fluorogenic peptide/trypsin coupled; inhibition, % at 8.3 µM; 320,000 tested, 0.15% active; AID 2718, 2010; in the data active = inhibition above about 26%, passing the limit was not always enough; inconclusive = no clear call, values can overlap the other calls
Target sequence (O15379 whole entry, looked up): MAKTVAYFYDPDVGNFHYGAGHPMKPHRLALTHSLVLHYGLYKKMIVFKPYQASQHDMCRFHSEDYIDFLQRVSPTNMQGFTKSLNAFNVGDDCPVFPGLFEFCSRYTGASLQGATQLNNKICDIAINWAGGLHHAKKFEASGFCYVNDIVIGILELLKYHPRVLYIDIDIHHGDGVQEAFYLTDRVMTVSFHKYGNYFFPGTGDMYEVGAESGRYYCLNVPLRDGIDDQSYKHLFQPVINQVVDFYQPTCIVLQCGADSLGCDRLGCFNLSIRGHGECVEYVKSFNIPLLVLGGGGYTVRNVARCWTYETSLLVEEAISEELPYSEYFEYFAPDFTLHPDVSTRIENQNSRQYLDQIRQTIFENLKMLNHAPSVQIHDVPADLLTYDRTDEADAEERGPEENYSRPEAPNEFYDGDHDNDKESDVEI
IEC-6 tox = cytotoxicity in IEC-6 intestinal epithelial cells, primary screen, cytotoxicity control for KLF5 inhibitor project, cell-based, luminescence; IEC-6 cytotoxicity, luminescence viability; inhibition, % at 5 µM; 290,000 tested, 0.78% active; in the data active = inhibition above about 22%;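 also: 0% = plate median of test compound wells and 100% = cytotoxic reference compound wells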
HSF1 inh = HSF1 inhibitors in luciferase reporter cells, primary screen, cell-based, NIH3T3, luminescence. NIH3T3-HGL HSE-luciferase, MG132-induced, luminescence 8 h; active compounds read low. activity change, negative = inhibition, % at 7.5 µM (by protocol). 300,000 tested, 0.77% active;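 active = more than half of replicate wells show activity change below -50%, luminescence cut by over half; inconclusive = some wells, but at most half, below -50%; inactive = no replicate well below -50%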;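 also: luciferase reports HSF-1 transcriptional activity via heat shock element; 0% = median of DMSO wells and -100% = zero luminescence signal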
HSP90 refold inh = HSP90 inhibitors, primary screen, cell lysate, luminescence | inhibition, % at 5.6 µM | Rabbit reticulocyte lysate, luciferase refolding luminescence, 3 h | 290,000 tested, 0.91% active;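 active = inhibition above the screen-wide mean plus 3 SD, computed separately per campaign, cut at about 16% in these data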;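 also: 0% = DMSO wells and 100% = 60 µM geldanamycin wells; inhibitors lower the luminescence because luciferase stays unfolded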
KLF5 inhibitor = KLF5 expression inhibitors, primary screen, DLD-1 cells, luminescence; AID 1700, 2009; inhibition, % at 5 µM; DLD-1 KLF5 promoter-luciferase reporter; 290,000 tested, 0.23% active;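 active = inhibition above a per-plate limit of that plate's mean compound inhibition plus 3 SD, cut at about 60% in these data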;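 also: 0% = DMSO wells and 100% = LY294002 at 200 µM; higher means less KLF5 promoter-driven luciferase light; inactives centre near -14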
HSF1 activator = HSF-1 activators, primary screen, NIH3T3-HGL cells, MG132 stress, luminescence, single point | NIH3T3-HGL HSF-1 luciferase reporter, 8 h; 100% = twice DMSO control signal | activation, % at 9 µM | 300,000 tested, 1.7% active;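 active = mean replicate activation of at least 50% with a set share of replicates each reaching 50%; inconclusive = only one of those two conditions met; inactive = mean below 50% and too few replicates reaching it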;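 also: 0% = median of the neutral control wells and 100% = twice that signal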
HIF act = HIF pathway transcriptional activators, primary screen, cell-based, U2OS HRE-luciferase, luminescence; U2OS HRE-luciferase reporter; normalized: DMSO 0%, desferrioxamine 100%; activation, % at 7.5 µM (by protocol); 300,000 tested, 0.32% active; AID 1910, 2009;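 active = mean activation of at least 10% of the iron chelator positive control signal, with at least half of replicates also reaching 10%; inconclusive = mean and replicate majority disagree about reaching 10%; inactive = mean and most replicates under 10%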
aSyn 5UTR inh = MLPCN primary screen, SNCA 5' untranslated region; alpha-synuclein 5'UTR reporter, inhibitor activity; inhibition, % (tested at 7.5 µM); 300,000 tested, 0.82% active; in the data active = inhibition above about 60%; inconclusive = no clear call, values can overlap the other calls;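 also: H4 neuroglioblastoma cells stably carrying SNCA 5'UTR luciferase fusion; 0% = DMSO wells and 100% = positive control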
AI-2 QS modul = Vibrio harveyi AI-2 quorum sensing modulators, primary screen, JMH597 strain, luminescence/OD600 ratio | 300,000 tested, 0.4% active | activity change, % at 7.5 µM | Vibrio harveyi JMH597 AI-2 luminescence/OD600 ratio, 9 h; active compounds read low; strain lacks LuxN and CqsS sensors; 0 = neutral-control median; in the data active = activity change below about -75%, passing the limit was not always enough; inconclusive = no clear call, values can overlap the other calls;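 also: luminescence divided by OD600 gain over 9 h not by final OD600 alone; inactives centre near 13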
The depositor's hits bear a star; ? = inconclusive; . = no result given.

The line under a structure holds: Platelet DG rel | HDAC3 inhib | IEC-6 tox | HSF1 inh | HSP90 refold inh | KLF5 inhibitor | HSF1 activator | HIF act | aSyn 5UTR inh | AI-2 QS modul
1	CCOP(=O)(OCC)C(C)(C)NC(=O)Nc1ccc(Cl)c(Cl)c1
→ 1 | 1 | -5 | 11 | -1 | -8 | 16 | -0.6 | 6 | 19
2	O=C(CSc1ccc(-c2ccco2)nn1)NCc1ccccc1Cl
→ 7 | 4 | 1 | 1 | 0 | -3 | 35 | -0.1 | 22 | -18
3	CC(=O)c1c(C)[nH]c(C(=O)OCC(=O)N2CCN(S(=O)(=O)c3ccc(C)cc3C)CC2)c1C
→ -4 | 2 | -3 | 1 | -2 | -6 | 2 | -0.3 | 16 | 15
4	O=C(Cc1ccccc1)NCC(=O)N/N=C/c1ccc([N+](=O)[O-])s1
→ -11 | 7 | -3 | 13 | 2 | -11 | 17 | -1.7 | 4 | 18
5	O=C(Cc1cccs1)Nc1nncs1
→ 7 | 2 | 2 | -4 | -1 | -13 | 21 | 0.3 | 10 | 11
6	CNc1ccc(/C=C2\CSc3ccccc3C2=O)cc1[N+](=O)[O-]
→ -6 | 3 | -1 | 10 | 3 | -20 | 44 | 5.8 | -35 | 36
7	COc1ccc2nc(SCC(=O)N3CCCCCC3)c(C#N)cc2c1
→ -5 | -4 | 11 | 13 | 3 | 7 | 4 | 0.2 | -3 | 15
8	CCOC(=O)c1c(-c2ccc(-c3ccccc3)cc2)csc1NC(=O)c1cccc(N2C(=O)CCC2=O)c1
→ -22 | ? | -2 | -8 | 0 | -26 | -5 | -1.0 | 16 | 27
9	O=C(Nc1ccccc1)c1cccc(S(=O)(=O)N2CCCCC2)c1
→ 3 | 4 | 7 | 2 | 0 | -12 | 4 | 0.1 | -8 | 5
10	COc1ccc(Cl)cc1C(=O)Nc1ccc(NC(=O)c2ccco2)cc1
→ -4 | -9 | -6 | -1 | 3 | -23 | 3 | 0.3 | -22 | 30
11	CCOc1ccc(OCCCCn2ccnc2)cc1
→ -3 | -6 | 4 | -6 | -1 | -25 | 13 | 0.3 | -18 | 21
12	CN(C(=O)CN1C(=O)C2C3CC(C(Br)C3Br)C2C1=O)C1CCCCC1 (stereo unspecified)
→ 16 | 1 | -4 | 3 | 0 | -14 | 6 | 0.0 | 20 | 26
13	COC(=O)CNC(=O)c1cn(CC(C)C)c(=O)c2cc(OC)c(OC)cc12
→ 0 | -1 | -1 | -1 | 2 | -42 | 12 | -0.4 | 10 | -8
14	COC(=O)C(CCCN1C(=O)c2ccccc2C1=O)(NC(C)=O)c1nn[nH]n1 (stereo unspecified)
→ 2 | 4 | -1 | 0 | 2 | -48 | -8 | -0.1 | -8 | 7
15	Cn1nc(C(F)(F)F)c(C(=O)Nc2ccc(Cl)cc2)c1Cl
→ 2 | -5 | 4 | 7 | -1 | -3 | 5 | -0.3 | 26 | -8
16	Cc1ccc(C)c(OCC(=O)NNC(=O)c2ccc(NC(=O)C3CC3)cc2)c1
→ . | 2 | 14 | . | -2 | -7 | . | . | . | 10
17	O=C(NCc1ccccc1)c1ccc(-c2ccccc2C(F)(F)F)o1
→ 0 | 6 | -5 | 7 | -2 | -21 | 15 | 0.3 | -25 | 16
18	CCn1c(C)c(C(C)=O)c(N2CCCCC2)nc1=S
→ -3 | -1 | -5 | -1 | 2 | -16 | 1 | -0.1 | -4 | 9
19	COc1ccccc1NC(=O)c1ccc(NS(=O)(=O)c2cccc3cccnc23)cc1
→ -7 | . | -3 | 10 | 2 | -8 | 3 | -0.9 | 17 | 15
20	CC(=O)N1N=C(c2ccc(C)o2)CC1c1ccc(Br)cc1 (stereo unspecified)
→ -8 | 9 | 2 | 15 | 0 | -23 | 29 | 1.5 | -199 | 25
21	COc1ccc(NC(=O)CCS(=O)(=O)c2cccc3nonc23)c(OC)c1
→ 1 | -6 | -10 | -1 | 1 | -14 | 12 | -0.6 | 0 | 21
22	Oc1ccc(C[C@H]2CNCCN2CC2CCCCC2)cc1
→ 1 | -2 | . | 0 | . | . | -8 | 1.8 | -11 | 5
23	Cc1ccc(S(=O)(=O)CCC(=O)OCC(=O)NCCc2ccccc2)cc1
→ 14 | . | . | 2 | . | . | -6 | -0.1 | -2 | 1
24	COc1ccccc1C(=O)Nc1ccc2c(c1)OCO2
→ 21 | 1 | 3 | 20 | 2 | -140 | 40 | 2.5 | -245 | -23
25	COc1ccc(-n2c(Cc3cccn3C)nnc2SCC(=O)Nc2ccc(F)cc2F)cc1
→ 2 | 0 | -6 | 4 | -5 | -31 | 16 | 0.1 | 0 | 29
26	CCCCCOc1ccc(C(=O)CCC(=O)N2CCCC2)cc1
→ -3 | 5 | 0 | 6 | 1 | -18 | 24 | 0.4 | 2 | 10
27	CNC(=O)c1nnsc1S(=O)(=O)c1ccc(Cl)cc1
→ -2 | . | 48* | 102 | 2 | 16 | 158* | -1.1 | -26 | -95*
28	C=CCn1c(SC(F)F)nc2scc(-c3ccco3)c2c1=O
→ -38 | -4 | 2 | -9 | 7 | 0 | -15 | -0.2 | 6 | -16
29	CCOC(=O)c1ccc(CSc2n[nH]c(C)n2)o1
→ 0 | 7 | -2 | -8 | -1 | -4 | -11 | -0.2 | 24 | 18
30	Cc1cc(Cl)ccc1OCC(=O)NNC(=O)c1cccs1
→ -15 | 5 | -4 | -1 | 1 | -17 | 3 | 0.4 | -9 | -10
31	N#CCC(=O)Nc1ccc(C(F)(F)F)cc1N1CCOCC1
→ -5 | 0 | -1 | 4 | 0 | 8 | 2 | 0.1 | -3 | 11
32	OCCNc1ncnc2c1c(-c1ccccc1)c(-c1ccccc1)n2Cc1ccco1
→ 5 | -22 | -1 | 15 | -1 | -45 | 14 | -0.3 | 29 | 8
33	COc1ccc(N2C(=O)CCC(C(=O)NCc3cccnc3)C2c2ccc(OC)c(OC)c2)cc1 (stereo unspecified)
→ 6 | 9 | -5 | -5 | 0 | -19 | -3 | -0.7 | -21 | 9
34	CN(C)S(=O)(=O)c1cccc(NC(=O)Cc2ccsc2)c1
→ 8 | -4 | 0 | 6 | 5 | -18 | 0 | -0.5 | 22 | 20
35	COc1cc(/C=N/NC(=O)c2ccncc2)cc2c1OCO2
→ 4 | 2 | -4 | -2 | 4 | -19 | -10 | -2.8 | 4 | 9
36	O=c1oc2ccccc2c(N2CCOCC2)c1[N+](=O)[O-]
→ 13 | . | -3 | -2 | -9 | -61 | 3 | -0.3 | -12 | -11
37	COc1cc(NC(=O)CCn2c(=S)oc3ccccc32)cc(OC)c1OC
→ -2 | 4 | 6 | 0 | 1 | 11 | 1 | 0.4 | 19 | 5
38	Cc1onc(-c2ccccc2)c1C(=O)Nc1cccnc1
→ -2 | 2 | 3 | -3 | -1 | -23 | 9 | -0.1 | -5 | -2
39	O=C(O)CCc1nn2cnc3sc4c(c3c2nc1=O)CCCC4
→ -7 | 3 | 2 | -10 | -2 | -18 | -2 | 0.3 | -5 | -7
40	CCCC1Cc2nc(Cl)c(C#N)cc2CO1 (stereo unspecified)
→ -23 | 2 | 2 | 4 | 2 | -4 | -6 | -1.1 | 6 | 23
41	CN1C(=O)CC(c2ccco2)Sc2ccccc21 (stereo unspecified)
→ -3 | 4 | 0 | 11 | -2 | -13 | 23 | 0.0 | -22 | 7
42	CC(=O)Nc1ccc(C(=O)OCC(=O)N(C)C2CCCCC2)cc1
→ -2 | -1 | -2 | -2 | 2 | -17 | -4 | -0.3 | -6 | 6
43	COCCCNC(=O)CN1CCN(Cc2ccc(Cl)cc2)C1=O
→ -1 | 1 | 2 | -6 | 1 | -32 | 4 | 0.0 | 6 | 14
44	Nc1ncnc(Nc2ccc(F)cc2)n1
→ 0 | . | -2 | 3 | 0 | 4 | -4 | 0.1 | -23 | 15
45	CCn1c(N)c(C(N)=O)sc1=S
→ 1 | -6 | 0 | -5 | 2 | -48 | -6 | 0.0 | -8 | 18
46	Cc1cccc(NC(=S)NC(=O)/C=C/c2ccccc2)n1
→ -2 | 4 | 3 | 20 | 3 | -73 | 46 | 2.1 | -36 | 6
47	CC1CCc2nc(NC(=O)c3cc(C(C)(C)C)nn3C)sc2C1 (stereo unspecified)
→ 5 | -2 | -7 | -3 | -3 | -26 | -10 | 0.8 | -26 | 14
48	C=CCNC(=O)c1onc(CCl)c1C(=O)OC
→ -3 | ? | -6 | -22 | -1 | -6 | -40 | -1.3 | -32 | 13
49	COc1ccc2c(C)cc(SCn3nnc4ccccc4c3=O)nc2c1
→ 0 | -1 | -4 | 9 | -1 | -41 | 48 | 0.0 | 14 | 23
50	CCCn1nc(C(=O)N2CCCc3ccccc32)c2ccccc2c1=O
→ 5 | -4 | -2 | -2 | -3 | -44 | -2 | -0.5 | -14 | 20

Additional structures
The line under a structure holds: Platelet DG rel | HDAC3 inhib | IEC-6 tox | HSF1 inh | HSP90 refold inh | KLF5 inhibitor | HSF1 activator | HIF act | aSyn 5UTR inh | AI-2 QS modul
51	Cc1cc(C)nc(SC2CCOC2=O)n1 (stereo unspecified)
→ -11 | 1 | -4 | -2 | -2 | -4 | -9 | -0.5 | -3 | -3
52	Cc1ccc(N2CCN(S(=O)(=O)c3c(C)noc3C)CC2C)cc1 (stereo unspecified)
→ -8 | ? | -7 | 19 | -3 | -21 | 48 | 1.5 | 15 | 18
53	COc1cccc(OC)c1C(=O)Nc1ccc(N2CCCC2)cc1
→ 3 | -7 | 5 | -1 | 6 | -15 | 11 | -0.3 | 13 | -5
54	COC(=O)C1C(=O)C=C(Nc2ccc(F)cc2F)CC1c1ccccc1 (stereo unspecified)
→ -16 | . | -1 | -7 | 3 | -47 | 7 | 0.8 | -114 | 15
55	O=C(Nc1ccc(Cl)c(Cl)c1)c1ccccc1NC(=O)C1CC=CCC1C(=O)O (stereo unspecified)
→ . | 2 | 5 | . | -6 | -78 | . | . | . | 47
56	Cc1c(NC(=O)COC(=O)c2cc(-c3ccc(-c4ccccc4)cc3)nc3ccccc23)c(=O)n(-c2ccccc2)n1C
→ 4 | -7 | 2 | 31 | -3 | -59 | ? | -0.1 | -34 | 9
57	Cc1occc1C(=O)N1CCN(c2ccc(Cl)c(Cl)c2)CC1
→ -6 | -1 | 6 | 15 | 2 | 2 | 20 | -0.2 | -23 | -29
58	CC1CC(C)CN(C2CCN(Cc3cccnc3)CC2)C1 (stereo unspecified)
→ 0 | 0 | -2 | -7 | -2 | -11 | -6 | 0.0 | -15 | -6
59	CC(=O)Nc1ccc(NC(=O)CCC(=O)OCC(=O)c2ccc(C)c([N+](=O)[O-])c2)cc1
→ 9 | -4 | -5 | -11 | -1 | -9 | -10 | 0.0 | 37 | 20
60	O=C(CSc1nc(=O)n2ccccc2n1)NCc1ccccc1
→ 10 | -3 | . | -6 | . | . | 0 | -0.1 | -8 | 24

High-throughput results from PubChem.
